KCNQ1 act – human KCNQ1 channel potentiation or activation | P51787 | CHO-K1 KCNQ1, thallium flux FluxOR fluorescence; hits give high values | B-score at 10 µM | 310,000 compounds, 0.35% hits;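 active = fluorescence ratio B-score, a plate-corrected score, at least three library SD, with initial intensity B-score within 5 SD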
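System: CHO-K1 cells stably expressing KCNQ1 / Medium: assay buffer for compound exposure, DMSO matched across wells / Reagent: thallium- and potassium-containing depolarizing buffer / Compound: one concentration, matched DMSO / Incubation: 20 min compound pretreatment at room temperature / Measured by: kinetic FluxOR fluorescence, 10 s baseline plus 110 s post-stimulus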
KCNK3 inh – human KCNK3 channel inhibition, primary screen. O14649. CHO-KCNK3 thallium flux, FluxOR fluorescence; hits give low values. B-score at 10 µM. 340,000 compounds, 0.84% hits. AID 602410;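 active = B-score under library mean minus 4 SD, starting fluorescence ratio at most library mean plus 5 SD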;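 note: more negative B-score means stronger inhibition of thallium flux through KCNK3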
DYRK1A inh – inhibitors of rat Dyrk1A kinase; AID 504441; 310,000 compounds, 0.43% hits; inhibition, % at 12.5 µM; ADP-Glo luminescence, NFATc1 peptide; Q63470; in the data active = inhibition above about 50%;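 note: plate controls were vehicle with enzyme for no effect and no enzyme for full effect; many of its hits are not listed in these tables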
KCNQ1 block – inhibitors of human KCNQ1 potassium channel; P51787; CHO-K1 KCNQ1, FluxOR thallium flux fluorescence; hits give high values; B-score at 10 µM; 310,000 compounds, 1.3% hits; AID 2642;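 active = compounds whose thallium flux B-score, printed positive for inhibition, exceeds three library SD while starting fluorescence stays within three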;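 note: channel opened by potassium depolarization with thallium stimulus after 20 min compound exposure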
KCNK9 block – human KCNK9 channel inhibition | Q9NPC2 | HEK293 KCNK9, FluxOR thallium flux fluorescence; hits give low values | B-score at 10 µM | 310,000 compounds, 1.2% hits;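 active = ratio B-score over 3 SD below the library mean, with starting fluorescence within 5 SD of its mean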;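 note: negative B-score means less thallium flux so channel inhibition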
Target sequence (Q9NPC2 whole entry, looked up): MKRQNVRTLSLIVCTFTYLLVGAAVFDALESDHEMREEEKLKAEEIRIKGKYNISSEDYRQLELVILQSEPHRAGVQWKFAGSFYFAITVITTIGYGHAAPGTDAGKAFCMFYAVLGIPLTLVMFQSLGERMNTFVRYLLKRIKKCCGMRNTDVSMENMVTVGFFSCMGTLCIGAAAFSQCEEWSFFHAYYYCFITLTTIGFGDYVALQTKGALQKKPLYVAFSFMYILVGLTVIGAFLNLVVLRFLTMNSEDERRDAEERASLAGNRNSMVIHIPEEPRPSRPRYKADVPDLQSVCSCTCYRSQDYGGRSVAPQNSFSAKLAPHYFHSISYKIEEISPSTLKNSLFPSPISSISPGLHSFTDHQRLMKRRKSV
GSK3A inh – blocks human GSK-3 alpha kinase | P49840 | ADP-Glo luminescence, 60 min | 320,000 compounds, 0.1% hits | inhibition, % at 10 µM;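 in the data active = inhibition above about 50%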;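 note: GST-tagged GSK-3 alpha with peptide substrate and 25 µM ATP; 0% = DMSO neutral wells and 100% = GW8510 positive control wells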
Target sequence (P49840 whole entry, looked up): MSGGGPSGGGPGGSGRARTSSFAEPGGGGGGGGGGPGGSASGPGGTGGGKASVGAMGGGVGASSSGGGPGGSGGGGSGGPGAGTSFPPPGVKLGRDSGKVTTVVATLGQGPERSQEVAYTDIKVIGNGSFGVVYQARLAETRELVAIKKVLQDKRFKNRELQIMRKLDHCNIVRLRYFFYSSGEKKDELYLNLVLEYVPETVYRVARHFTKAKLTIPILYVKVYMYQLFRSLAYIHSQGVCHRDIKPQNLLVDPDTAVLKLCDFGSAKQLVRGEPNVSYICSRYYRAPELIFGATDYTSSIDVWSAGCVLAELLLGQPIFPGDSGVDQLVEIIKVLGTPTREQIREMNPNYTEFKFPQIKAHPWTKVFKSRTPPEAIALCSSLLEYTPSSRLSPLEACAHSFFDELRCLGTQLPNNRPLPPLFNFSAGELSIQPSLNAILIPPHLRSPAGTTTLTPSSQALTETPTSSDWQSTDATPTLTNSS
PolyA inh – inhibitors of polyadenylation in S. cerevisiae; S. cerevisiae SKY197-pL101 polyadenylation reporter, beta-gal luminescence; efflux-impaired pdr1/pdr3 knockout yeast; score 100 = 6 SD above DMSO; calls only at 12 µM; 300,000 compounds, 0.02% hits; AID 1875;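 active = lowest replicate activity score at least 50, where 100 means six control SD above control mean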;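 note: yeast exposed to compound for 9 h at 30 °C; higher score means more reporter readthrough which indicates perturbed polyadenylation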
RGS4 pot – potentiators or activators of RGS4. HEK293 M3R/inducible RGS4, carbachol calcium flux Fluo4; hits give low values. B-score at 10 µM. 310,000 compounds, 0.92% hits;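 active = B-score of the integrated calcium signal more than 4 SD below the library mean, with starting fluorescence not abnormally high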;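 note: negative B-score means reduced calcium response which marks RGS4 activation or potentiation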
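System: HEK293 FlpIn-TREx cells, stable M3R, doxycycline-inducible RGS4. Timing: overnight RGS4 induction, 30 min dye load 37 °C, 20 min compound RT. Also added: carbachol, ECmax concentration. Measured by: Fluo4 fluorescence kinetic imaging of calcium. Evaluation: integrated calcium ratio converted to B score.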
hERG rescue – hERG (human) protection from proarrhythmic block; Q12809; activation (rescue from dofetilide block), less the hit threshold, % at 10 µM; CHO-hERG, FluxOR thallium flux, dofetilide IC70 present; 310,000 compounds, 0.51% hits;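 active = activation above the mean of controls blocked by dofetilide plus 5 SD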;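 note: thallium influx through hERG after potassium depolarization seen as dye fluorescence rise; in these data hits start at about 4.7%; inactives centre near -7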
HDAC3 inh – inhibitors of human histone deacetylase 3 | O15379 | recombinant HDAC3, fluorogenic peptide/trypsin coupled, fluorescence | inhibition, % at 8.3 µM | 320,000 compounds, 0.15% hits; in the data active = inhibition above about 26%, passing the limit was not always enough
GSK3beta inhib – inhibitors of human GSK3beta kinase. GST-GSK3beta kinase, ADP-Glo luminescence, 60 min; hits give low values. activity score (negative = inhibition), % at 10 µM. 300,000 compounds, 0.038% hits;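 active = more than half of replicate wells score below -50%, meaning over 50% inhibition versus plate controls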;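 note: 0% = median DMSO wells and -100% = median GW8510 positive control wells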
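Test system: GST-fused GSK3beta enzyme, cell-free | Quantity: 1.6 ng GST-GSK3beta enzyme per well | Reagent: 25 µM ATP with peptide substrate | Schedule: 60 min enzyme reaction, room temperature | Signal: Luminescent ADP-Glo measurement of ADP formed | Read-out basis: Score relative to plate controls | Control set: DMSO and 20 µM GW8510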
Active calls of the source: *; i = inactive; x = no result given. These rows are one share of the data; count on the stated rates, not on these rows.

Order of results – KCNQ1 act, KCNK3 inh, DYRK1A inh, KCNQ1 block, KCNK9 block, GSK3A inh, PolyA inh, RGS4 pot, hERG rescue, HDAC3 inh, GSK3beta inhib
CC(CN1CCCCC1)OC(=O)c1ccco1 (configuration not stated)
  i, i, 2, i, i, -1, i, i, -7, -3, -2
CCCNC(=O)c1ccc(COc2ccc(C)cc2)o1
  i, i, x, i, i, 1, i, i, -7, -1, -3
C=CCN1C(=O)C2C(C(=O)NC3CCCCC3)C3C=CC2(O3)C1C(=O)NC1CCCC1 (configuration not stated)
  i, i, 0, i, i, -2, i, i, -4, 2, -4
COc1ccc(NC(=O)CO/N=C(\C)c2cccs2)cc1
  i, i, -1, i, i, -2, i, i, -8, -1, 3
CCCC(=O)Nc1nnc(SCC(=O)NCc2ccco2)s1
  i, i, -5, i, i, x, i, i, -9, x, 0
C#CCOc1ccc(/C=C2/C(=O)ON=C2C)cc1Br
  i, i, -1, i, i, -5, i, i, -8, 6, 5
CCC(/C=N/NC(=O)C(N)=O)CC
  i, i, 2, i, i, -2, i, i, -12, 3, -24
Cc1ccc2cc(C(c3nnnn3C(C)(C)C)N3CCCCCC3)c(=O)[nH]c2c1 (configuration not stated)
  i, i, x, i, i, 1, i, i, -8, x, -3
CC(C)OCCCNC(=O)CCc1nc(-c2ccccc2)no1
  i, i, 2, i, i, -3, i, i, -2, 2, 3
O=c1[nH]c(N/N=C/c2ccc(O)cc2)nc2ccccc12
  i, i, 2, i, i, 3, i, i, -12, 5, 1
Cc1cc(C)n(-c2cccc(Cl)c2)c(=O)c1C#N
  i, i, 1, i, i, 2, i, i, -3, 4, 1
CN(C(=O)CCCN1CCCC1=O)C1CCCN(Cc2ccccc2F)C1 (configuration not stated)
  i, i, -3, i, i, x, i, i, -7, x, 3
COc1ccc(N(C(=O)c2ccn[nH]2)C(C(=O)NC2CCCC2)c2ccc(F)cc2)cc1 (configuration not stated)
  i, i, -8, i, i, -2, i, i, -8, -1, x
C=CCNC(=O)c1ccc2c(c1)N(CC)C(=O)c1ccccc1S2
  i, i, x, i, i, 0, i, i, -3, 14, 0
CC(C)CCN1CCN(Cc2ccon2)CC1CCO (configuration not stated)
  i, i, 3, i, i, -2, i, i, -3, -1, 1
CC(C)CCN1CCN(C/C=C/c2ccco2)CC1CCO (configuration not stated)
  i, i, -1, i, i, 0, i, i, -17, 0, 0
O=C(Nc1cccc2ccccc12)NC1CCS(=O)(=O)C1 (configuration not stated)
  i, i, 1, i, i, -2, i, i, -1, -3, 2
O=C1Nc2ccc(Br)cc2C12OCCO2
  i, i, x, i, i, 0, i, i, -9, -1, 3
Cc1ccc(C(=O)N2CCC(n3nccc3NC(=O)Nc3cccc(F)c3)CC2)cn1
  i, i, 1, i, i, 1, i, i, -10, 5, 5
COCCn1cc(C(=O)NCCCOC(C)C)c2c3ccccc3n(C)c2c1=O
  i, i, 1, i, i, -1, i, i, -14, -9, 5
CC(C)N(Cc1ccccc1)C(=O)C1CCN(c2ncnc3c2nc2n3CCCCC2)CC1
  i, i, -1, i, i, -1, i, i, -16, 0, 0
COC(=O)/C=C1\C(=O)N(c2nc3ccccc3s2)C(=S)N1c1ccc(F)cc1
  i, i, 13, i, i, 2, i, i, -8, -2, 1
Cc1ccc(C)c(CS(=O)(=O)c2cn(CC(=O)N3CCCCC3)c3ccccc23)c1
  i, i, x, i, i, -2, i, i, -6, -4, 4
Cc1cc(C)cc(NC(=O)Cn2nnc(C(=O)NCc3ccc4c(c3)OCO4)c2N)c1
  i, i, 4, i, i, -2, i, i, -6, 0, 25
COc1ccc(CCCNC(=O)C2CCC(=O)N(CC3CCCCC3)C2)cc1 (configuration not stated)
  i, i, 1, i, i, 0, i, i, -9, 1, 0
Cc1cc(C)c2nc(SCC(=O)N(C)C3CCS(=O)(=O)C3)cc(C)c2c1 (configuration not stated)
  i, i, 1, i, i, -1, i, i, -7, 2, -3
Cc1cc(C)cc(NC(=O)CSc2ccc(-c3cccs3)nn2)c1
  i, i, 0, i, i, -4, i, i, -15, 10, -1
COC(=O)c1[nH]c2ccccc2c1NC(=O)CNC1CCCCC1
  i, i, 0, i, i, -3, i, -7*, -23, -1, -3
CCN(CC)CCCN1C(=O)CSC1c1ccc([N+](=O)[O-])cc1 (configuration not stated)
  i, i, x, i, i, 0, i, i, -20, -2, 0
Cc1ccc(C(C(=O)NC2CCCCC2)N2CCN(C(=O)c3ccco3)CC2)cc1 (configuration not stated)
  i, i, -3, i, i, x, i, i, -16, 2, 4

Brought forward from above: 3 compounds, followed by the next part.
Order of results – KCNQ1 act, KCNK3 inh, DYRK1A inh, KCNQ1 block, KCNK9 block, GSK3A inh, PolyA inh, RGS4 pot, hERG rescue, HDAC3 inh, GSK3beta inhib
COC(=O)c1[nH]c2ccccc2c1NC(=O)CNC1CCCCC1
  i, i, 0, i, i, -3, i, -7*, -23, -1, -3
CCN(CC)CCCN1C(=O)CSC1c1ccc([N+](=O)[O-])cc1 (configuration not stated)
  i, i, x, i, i, 0, i, i, -20, -2, 0
Cc1ccc(C(C(=O)NC2CCCCC2)N2CCN(C(=O)c3ccco3)CC2)cc1 (configuration not stated)
  i, i, -3, i, i, x, i, i, -16, 2, 4
Cc1cccc(NS(=O)(=O)c2cc3c4c(c2)CCC(=O)N4CCC3)c1
  i, i, 7, i, i, -2, i, i, -16, 1, -1
OCCNc1nc2ccccc2n1CC(O)c1ccccc1 (configuration not stated)
  i, i, x, i, i, -2, i, i, -20, 11, 0
Cc1ccccc1NC(=O)NC1(C(=O)NCC2CCCO2)CCCCC1 (configuration not stated)
  i, i, -2, i, i, 0, i, i, -2, 0, 1
O=S(=O)(Nc1nc(SCc2ccc(Cl)cc2)n[nH]1)c1ccc(F)cc1
  i, i, x, i, -11*, 0, i, i, -6, 3, -4
Cc1ccc(C(=O)NNC(=O)c2ccncc2)cc1C
  i, i, -2, i, i, 0, i, i, -3, -1, -5
COc1ccccc1NS(=O)(=O)c1ccc(-c2cnc(C3CC3)o2)cc1
  i, i, -5, i, i, 0, i, i, -8, 6, 0
O=C(Oc1ccc(Cl)cc1)N1CCOCC1
  i, i, 1, i, i, 0, i, i, -2, 0, 2
COc1ccc(NC(=O)C(Sc2ccccc2)c2ccccc2)c(OC)c1 (configuration not stated)
  i, i, 2, i, i, 4, i, i, 0, 1, 1
COc1ccc(CCNC(=O)CSc2nc3ncccc3[nH]2)c(OC)c1
  i, i, 4, i, i, 0, i, i, -13, 6, 3
CCN(CC)S(=O)(=O)c1ccc(N2CCCC2)c(NC(=O)c2ccccc2OC)c1
  i, i, -8, i, i, 2, i, i, -7, -4, 1
N#C/C(=C(/O)CSc1ccccc1C(=O)O)c1nc2ccccc2s1
  i, i, 16, i, i, -2, i, i, -4, 8, -1
CCOC(=O)C(C)/C(C)=N/NC(N)=S (configuration not stated)
  i, i, -5, i, i, 1, i, i, -3, 0, 1
CC(=O)Nc1nc(-c2ccccc2)nc(-c2ccccc2OC(C)=O)n1
  i, i, -1, i, i, -1, i, i, -7, -3, -3
O=C(Cn1[nH]c(=O)c2ccccc2c1=O)Nc1cccnc1
  i, i, x, i, i, -1, i, i, 1, 4, -4
CN(C)c1ccc(C2N(c3ccc(F)cc3)C(=O)C3CCCN32)cc1 (configuration not stated)
  i, i, 15, i, i, -2, i, i, -3, -8, 0
CN(C)c1nc2ccccc2n(C)c1=O
  i, i, 3, i, i, -1, i, i, -9, -7, 0
COCCN(C(=O)COC(=O)CCc1ccc(OC)cc1)c1c(N)n(Cc2ccccc2)c(=O)[nH]c1=O
  i, i, 11, i, i, -2, i, i, -14, 0, -1
Cc1ccc(C)c(NC(=O)c2cc(-c3cc(C)cc(C)c3O)n[nH]2)c1
  i, i, 1, i, i, -4, i, i, -2, -2, 0
O=C(c1cnn2cccnc12)N1CCN(Cc2ccc3c(c2)OCO3)CC1
  i, i, -1, i, i, -2, i, i, -1, -3, 3
NC(=O)CC(NC(=O)Cc1cccc2ccccc12)c1ccc(NC2CCN(Cc3ccccc3)CC2)c([N+](=O)[O-])c1 (configuration not stated)
  i, i, -2, i, i, -2, i, i, 0, -5, 2
Cc1noc(C)c1COC(=O)c1cc(F)c(F)cc1Cl
  i, i, -1, i, i, 0, i, i, -8, 1, 0
Cc1ccc(CC(SCc2ccccc2)C(=O)O)cc1C (configuration not stated)
  i, i, 0, i, i, -9, i, i, -7, 0, 1
COc1ccc(-c2nsc(SCC(=O)NCc3ccc4c(c3)OCO4)n2)cc1
  i, i, -6, i, i, 3, i, i, -4, 3, 1
CSc1ccc(CN(C)Cc2nc3ccccc3c(=O)[nH]2)cc1
  i, i, 14, i, i, 1, i, i, -7, 5, 4
C=CCn1c(SCc2nc3sc(C(=O)O)c(C)c3c(=O)[nH]2)nnc1-c1ccc(F)cc1
  i, i, 3, i, i, 6, i, i, -6, 3, -6

Structures listed so far marked active in KCNK9 block.
mol | KCNQ1 act | KCNK3 inh | DYRK1A inh | KCNQ1 block | KCNK9 block | GSK3A inh | PolyA inh | HDAC3 inh | GSK3beta inhib
O=S(=O)(Nc1nc(SCc2ccc(Cl)cc2)n[nH]1)c1ccc(F)cc1 | i | i | x | i | -11* | 0 | i | 3 | -4

Fetched by structure from above (2):
Order of results – KCNQ1 act, KCNK3 inh, DYRK1A inh, KCNQ1 block, KCNK9 block, GSK3A inh, PolyA inh, RGS4 pot, hERG rescue, HDAC3 inh, GSK3beta inhib
NC(=O)CC(NC(=O)Cc1cccc2ccccc12)c1ccc(NC2CCN(Cc3ccccc3)CC2)c([N+](=O)[O-])c1 (configuration not stated)
  i, i, -2, i, i, -2, i, i, 0, -5, 2
CCCNC(=O)c1ccc(COc2ccc(C)cc2)o1
  i, i, x, i, i, 1, i, i, -7, -1, -3
